Pf apPOL block = Pf-apPOL DNA polymerase inhibition; Recombinant Pf-apPOL, molecular beacon fluorescence, 1.5 h; inhibition, % at 10 µM; hit rate 0.25% among 210,000; AID 1794808
mHTT CaM bind = inhibitors of human mutant huntingtin-calmodulin interaction. P42858. AlphaScreen His-mHTT/GST-CaM binding, luminescence. inhibition, % at 15 µM. hit rate 3.6% among 190,000;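 further: 0% = both proteins with DMSO and 100% = one protein alone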
* marks the source's active call; other numbers are inactive results; i = inactive; . = not tested or not shown; & = joins results of further samples. No stated cut-off is given here; in the data, active means inhibition above about 50%; inactive means the rest.

The opening 5 compounds, to show the layout:
SMILES	Pf apPOL block	mHTT CaM bind
COc1cc(C2=NOC(C(=O)NCc3cccs3)C2)cc(OC)c1OC (stereo not drawn)	-5	-9
Cc1cc(=O)oc2cc(Oc3c([N+](=O)[O-])cc(C(F)(F)F)cc3[N+](=O)[O-])ccc12	-8	7
O=[N+]([O-])c1cccc(C=Nc2cccc(-c3cnc[nH]3)c2)c1	-4	7
COc1ccc(CC(=O)N2CCc3nc(-c4ccccc4)ncc3C2)cc1Cl	-3	12
Cc1cccc(CNC(=O)c2ccc3c(c2)nc2n3CCCCC2)c1	1	-2

The list itself, previewed entries included:
SMILES	Pf apPOL block	mHTT CaM bind
COc1cc(C2=NOC(C(=O)NCc3cccs3)C2)cc(OC)c1OC (stereo not drawn)	-5	-9
Cc1cc(=O)oc2cc(Oc3c([N+](=O)[O-])cc(C(F)(F)F)cc3[N+](=O)[O-])ccc12	-8	7
O=[N+]([O-])c1cccc(C=Nc2cccc(-c3cnc[nH]3)c2)c1	-4	7
COc1ccc(CC(=O)N2CCc3nc(-c4ccccc4)ncc3C2)cc1Cl	-3	12
Cc1cccc(CNC(=O)c2ccc3c(c2)nc2n3CCCCC2)c1	1	-2
O=C(c1cccc(F)c1)N1CCN(Cc2ccco2)CC1	2	-1
CSc1sc(C)cc1C1C(C(=O)Nc2ccccc2)=C(C)NC2=C1C(=O)CCC2 (stereo not drawn)	0	36
COC1CCN(C(=O)c2ccc3nsnc3c2)CC1	0	-9
COc1ccccc1-n1c(SCC(=O)N2CCC(C)CC2)nc2c(c1=O)SCC2	2	7
N#CC(=CN1CCCCC1)S(=O)(=O)c1ccc(Cl)cc1	-2	.

One compound at a time, from the list above.
COc1ccc(CC(=O)N2CCc3nc(-c4ccccc4)ncc3C2)cc1Cl as listed: Pf apPOL block: -3; mHTT CaM bind: 12
O=[N+]([O-])c1cccc(C=Nc2cccc(-c3cnc[nH]3)c2)c1 as listed: Pf apPOL block: -4; mHTT CaM bind: 7
Cc1cc(=O)oc2cc(Oc3c([N+](=O)[O-])cc(C(F)(F)F)cc3[N+](=O)[O-])ccc12 as listed: Pf apPOL block: -8; mHTT CaM bind: 7

More structures.
SMILES	Pf apPOL block	mHTT CaM bind
O=C1c2ccc(Br)cc2C(=O)N1Cc1ccc2c(c1)OCO2	-9	-5
Cc1noc(-c2cccn2Cc2ccc(Cl)cc2)n1	-3	-43
O=c1[nH]c2ccccc2n1Cc1ccccc1	-12&-5	.
O=C(NCCC1CCN(C(=O)c2ccc(F)cc2)CC1)c1ccccc1F	-6	-11
CCN(CC)C(=O)C1c2cc(OC)c(OC)cc2C(=O)N(C)C1c1ccccc1F (stereo not drawn)	-4	-6
COc1cc(/C=C2\C(=O)NC(=O)N(c3cc(C)cc(C)c3)C2=O)cc([N+](=O)[O-])c1O	3	7
COC(=O)C1C2CC3CC(C2)C(OS(=O)(=O)c2ccc([N+](=O)[O-])cc2)C1C3 (stereo not drawn)	-1	.
CC(C)(C)NC(=O)N1CCC(CNC(=O)c2cc(Cl)ccc2Cl)CC1	-6	-5
CCN(C)C(=O)C(C1CCCC1)N1CCN(C(=O)c2cccc(F)c2)CC1 (stereo not drawn)	-6	10
COc1ccc(C=C2C(=O)OC(C)(c3ccccc3)OC2=O)c(OC)c1 (stereo not drawn)	-4	35
CCOC(=O)C1CCN(C=C2Oc3cc(O)ccc3C2=O)CC1	-4	2
COc1ccc(NC(=O)c2cccc(Cl)c2Cl)c(OC)c1	0	-14
Cc1ccc(C(=O)N2CCC(CCNS(=O)(=O)c3cccc(Cl)c3C)CC2)cc1	-6	57*
N#Cc1ccc(CN2CCC(CO)C(NC(=O)c3ccccc3)C2)cc1 (stereo not drawn)	-4	-12
COc1cc(OC)c(C2C(C#N)=C(N)Oc3n[nH]c(-c4cccs4)c32)cc1OC (stereo not drawn)	-1	29
CCOc1ccccc1NC(N)=Nc1nc(C)cc(C)n1	8	-4
CCCN1CCN(C(=O)c2c(C)sc3ccn(C)c(=O)c23)CC1	-3	14
CCCN(CCC)CCCNC(=O)CC(C(=O)N1CCc2ccccc21)n1ccnc1 (stereo not drawn)	-14	-6
Cc1nnsc1C(=O)NNC(=O)C1CCCCC1	-8	.
CC(C)OCCCNC(=O)C(=O)NCCC1=CCCCC1	0	-2

The list goes on (5 carried over from the part before).
SMILES	Pf apPOL block	mHTT CaM bind
CCOc1ccccc1NC(N)=Nc1nc(C)cc(C)n1	8	-4
CCCN1CCN(C(=O)c2c(C)sc3ccn(C)c(=O)c23)CC1	-3	14
CCCN(CCC)CCCNC(=O)CC(C(=O)N1CCc2ccccc21)n1ccnc1 (stereo not drawn)	-14	-6
Cc1nnsc1C(=O)NNC(=O)C1CCCCC1	-8	.
CC(C)OCCCNC(=O)C(=O)NCCC1=CCCCC1	0	-2
Cc1ccc(-n2nc3c(c2NC(=O)Cc2ccccc2)CS(=O)(=O)C3)c(C)c1	-6	1
C=C(C)CN1C(=O)C2(OCCO2)c2cc(Br)ccc21	1	-19
CC(C)c1ccc(NC(=O)CNS(=O)(=O)c2ccc(Br)s2)cc1	-9	-1
COc1cc([N+](=O)[O-])ccc1-c1ccc(/C=C2/C(=O)N(c3cccc(Cl)c3)N=C2C)o1	-7	0
CC(O)(C#CC(O)c1cccs1)C1CC1 (stereo not drawn)	-4	3
COc1ccc(CC(=O)Nc2c3c(nn2-c2ccc([N+](=O)[O-])cc2)CSC3)cc1	-7	3
COc1cccc(OC)c1C(=O)N1CCCC1c1ccc(Cl)cc1 (stereo not drawn)	-2	15
COc1ccc(CN2CN3Cc4cc(F)ccc4C3CS2(=O)=O)cc1 (stereo not drawn)	-7	-4
O=C(CNS(=O)(=O)c1ccc(Br)s1)Nc1ccc(Cl)cc1	6	-6
COC(=O)c1ccccc1NC(=O)c1cc(N2C(=O)CCS2(=O)=O)ccc1Cl	-9	8
COc1ccc2nc(N3CCC(C(=O)NCCCN4CCN(C)CC4)CC3)sc2c1	-10	-2
CN1CCN(C(=O)c2ccccc2NC(=O)c2ccc(F)cc2)CC1	1	-4
CNC(=O)c1[nH]c2ccccc2c1N1CCCC1=O	0	-3
COc1cccc(C(=O)Nc2cccc(-c3nc4ccccc4o3)c2)c1	1	-13
Cc1ccc(NC(=O)/C=N/OC(=O)NC2CCCCC2)cc1	-2	i
COc1cccc(C2=N/C(=C\c3ccc(Br)cc3)C(=O)O2)c1	-1	-3
COc1ccccc1CN(C)C(c1ccccc1)c1nnnn1-c1ccccc1C (stereo not drawn)	2	-5
COCCNC(=O)C1CCc2sc(C(=O)N3CCC(C)CC3)cc2C1 (stereo not drawn)	-2	1
CC12CC(NC(=O)N1c1cc(F)ccc1F)c1ccccc1O2 (stereo not drawn)	3	1
OCCCn1c(-c2ccc(F)cc2)csc1=Nc1ccc(F)cc1	-3	59*
COc1ccc(CNC(=O)N(CCc2cccs2)C2CC2)cc1OC	-4	-11
CCOc1ccccc1NC(=O)c1ccc(C)c([N+](=O)[O-])c1	-2	1
C=CCNCCCOc1cccc(Br)c1	-5	-1
COC(=O)c1ccc(S(=O)(=O)N2CCN(S(=O)(=O)C3CC3)CC2)cc1	-2	-14
COc1ccc(-n2nc(C(=O)Nc3cc(C)ccc3OC)c3ccccc3c2=O)cc1	-5	-11
O=C(NCc1cccnc1)c1cc2cc(Cl)ccc2[nH]1	-1	-2
O=C(c1cnccn1)N1CCn2c(nnc2-c2ccccc2)C1	-4	2
COc1ccc(C(=O)N[C@@H]2CC[C@@]34CCCN3C(=O)CCC[C@H]4[C@H]2C)cc1	-6	0
Cn1ccc2c(cc(C(=O)N3CCCCC3)n2C)c1=O	-2	-7
COc1ccc(S(=O)(=O)Nc2cc(Cl)ccc2Cl)c2cccnc12	-3	5
CCOc1ccccc1C=C1Oc2cc(OCC(C)=O)ccc2C1=O	-1	4
COc1ccc(C2C(C(=O)O)c3ccccc3C(=O)N2C)cc1 (stereo not drawn)	1	-1
COc1ccc(Br)cc1/C=C1/N=C(c2ccccc2C)OC1=O	-8	2
CC(C)C(=O)NCc1csc(C2CCN(C(=O)C3CCC3)CC2)n1	0	-10
CC(C)NC(=O)c1ccc(OCC2CCN(C(=O)c3ccccc3C(F)(F)F)CC2)cc1	-5	16
CCNc1cc(N2CCCC(CCC(=O)N3CCc4ccccc4C3)C2)ncn1 (stereo not drawn)	-4	15
CCCCc1ccc(NS(=O)(=O)CC(C)C)cc1	-4	-41
Cn1c(C2CCN(Cc3cccs3)C2)nc2cccnc21 (stereo not drawn)	-3	4
Cc1ccc(NC(=O)CN(c2ccc(Cl)c(Cl)c2)S(C)(=O)=O)cc1	-1	2
Cc1noc(-c2nn(C)c3c2CN(C(=O)Nc2cccc(F)c2)CC3)n1	0	9
CCS(=O)(=O)c1ccc(CC(=O)Nc2ccc(F)cc2F)cc1	2	-8
CCOc1cc(CN2CCCC2c2cc(C(C)C)on2)ccc1O (stereo not drawn)	2	10
COc1ccc(/C=C2\SC(=Nc3ccccc3)NC2=O)c(OC)c1OC	-30	17
O=C(CCn1c(=O)oc2ccccc21)Nc1cccc([N+](=O)[O-])c1	-4	-15
Cc1sc2c(=O)n(C(C)C)cnc2c1C(=O)Nc1ccccc1Cl	-5	2
COc1ccc(C2=N/C(=C\C(C)=C\c3ccccc3)C(=O)O2)cc1Br	1	5
CNCC1C(C)C=C(C)CC1C (stereo not drawn)	-1	-3
O=C(c1ccccc1)N1CCC2(CC1)NC(=O)N(Cc1ccccc1)C2=O	-5	3
Cc1cc(C)n2nc(CC(=O)NCc3ccccc3Cl)nc2n1	-16	-7
CCOc1ccccc1C(=O)NC1CCC(NC(=O)c2ccccc2OCC)CC1 (stereo not drawn)	1	-3
Next part.
SMILES	Pf apPOL block	mHTT CaM bind
Cc1ccc(C(=O)NCCc2cn(C)c3ncccc23)cc1F	3	-6
Brc1cccc(-c2cn3ccccc3n2)c1	-4	4
CCCCN1C(=O)NC2C1NC(=O)N2CCCC (stereo not drawn)	-7	-3
Cc1ccc(C(=O)N2CCCC3(C2)Nc2cccnc2NC3=NCc2ccccc2)cn1 (stereo not drawn)	-1	-3
O=C(NCC1(c2ccc(F)cc2)CC1)C(=O)Nc1ccc(OC(F)(F)F)cc1	-6	-17
O=C(NCCc1csc(-c2ccccc2)n1)C1CCN(C(=O)c2cccc(F)c2)CC1	-5	2
Cc1cc(N(CCO)CCO)nc(-n2nc(C)cc2C)n1	0	-1
COc1ccc2c(c1)CCCN2C(=O)c1sc2ccccc2c1Cl	-9	.
O=C(Cn1cc(COc2ccc(Br)cc2[N+](=O)[O-])nn1)c1ccc(O)cc1	6	18
O=C(NC1CCCCC1)C1CCCN(S(=O)(=O)c2ccc(Br)s2)C1 (stereo not drawn)	-6	2
COc1ccc2nc(NC(=O)Cn3c(-c4ccccc4F)nc4ccccc4c3=O)sc2c1	-8	100*
S=c1[nH]nc(Cc2ccsc2)o1	8	.
CCOC(=O)C(=CNc1ccc(Cl)cc1C)C(=O)OCC	-6	.
COc1ccc(NC(=O)C(=O)NCCO)cc1Cl	-9	-5
COc1ccc(Cl)cc1NC(=O)CN1C(=O)CC(C)Sc2ccccc21 (stereo not drawn)	-4	0
CCOc1ccc(S(=O)(=O)N2CCC(c3noc(-c4cccc(F)c4)n3)CC2)cc1	-5	5
CCOC(=O)C(=CNc1ccc(F)cc1)C(=O)OCC	-9	.
COc1cccc(CC(=O)Nc2ccc(-c3csc(C)n3)cc2)c1	-12	.
COc1cccc(NC(=O)N2CCc3c(c(COCc4ccc(Cl)cc4)nn3C)C2)c1	-4	35
Cn1c(=O)c([N+](=O)[O-])c(N2CCCCC2)c2ccccc21	3	5
CCCN1C(=O)C(CC(=O)NCC2CC2)Sc2ncccc21 (stereo not drawn)	-3	-1
OC1CCC(NC2Cc3ccccc3C2)CC1 (stereo not drawn)	-9	-1
COc1cccc(/C=C2\N=C(c3ccc(-c4ccccc4)cc3)OC2=O)c1	-1	-2
O=C1C(c2ccc(Cl)cc2)N(Cc2ccc(Cl)cc2)C(=O)CN1C1CCCC1 (stereo not drawn)	-6	13
Cc1cccn2c(=O)c3cc(C(=O)Nc4ccccc4C#N)sc3nc12	5	0
C#CCOc1nc(Nc2ccc([N+](=O)[O-])cc2)nc(OCC#C)n1	-5	7
O=C(CC1CCCC1)N1CCCCC1c1nncn1Cc1ccccc1 (stereo not drawn)	-2	0
CC(=O)C1=C(O)C(=O)N(c2ccc(Br)cc2)C1c1cccc([N+](=O)[O-])c1 (stereo not drawn)	-8	6
Cc1cc2[nH]c(=O)c(CCO)c(C)n2n1	-5	0&-1
Cn1nc(-c2nc(-c3ccccc3)no2)c2c1CCN(C(=O)NC1CCCCC1)C2	-3	3
O=C(O)CN=C(NS(=O)(=O)c1ccc(Cl)cc1)c1ccc(F)cc1	-4	-8
O=C1CC(C(=O)N2CCc3ccccc32)CN1CCc1c[nH]c2ccc(F)cc12 (stereo not drawn)	-6	17
CNC(=O)c1cc2c(=O)n3cccc(C)c3nc2n(CCCOC)c1=N	-2	0
COc1ccc(S(=O)(=O)N2CCOCC2)c2cccnc12	15	3
Cc1cc(C)c([N+](=O)[O-])c(C)c1C1C(C#N)=C(N)SC(N)=C1C#N	-2	65*
COc1ccc(C2=NOC(C(=O)N(C)c3ccccc3)C2)cc1 (stereo not drawn)	1	6
Cc1ccc(C2=N/C(=C\c3ccccc3F)C(=O)O2)cc1	0	-1
CCOC(=O)c1cnn(-c2ncc(C(=O)OC)c(C(F)(F)F)n2)c1C(F)(F)F	-7	.
CN1C(=O)c2ccc(Oc3ccc4c(c3)C(=O)N(C)C4=O)cc2C1=O	-1	-2
Cc1cc(C(=O)N(CC2CCCO2)c2nc3c(Cl)cccc3s2)c(C)o1 (stereo not drawn)	0	-16
C/C(=C\c1ccc(-c2ccc(Cl)c(C(=O)O)c2)o1)[N+](=O)[O-]	-3	6
CCCC1CCC(C2=N/C(=C\c3cc(OC)c(OC)cc3OC)C(=O)O2)CC1 (stereo not drawn)	0	-19
NS(=O)(=O)c1ccc(S(=O)(=O)NCCc2ccccc2)cc1	-5	-5
